High-throughput results: PubChem BioAssay, National Center for Advancing Translational Sciences (NCATS)
TexasRed fluor – alters Texas Red total fluorescence, flagging assay interference; TRb/SRC2 Texas Red total fluorescence interference; Potency, µM (series often up to 106 µM), for inactives: at the highest dose fluorescence change, negative = quenching; hit rate 0.29% among 280,000; active = well fitted curve in either direction with a large enough effect; inconclusive = small, poorly fitted or top-dose-only effect; note: % is set by controls: 0 for no effect and ±100 for the full control effect
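Human TRβ ligand-binding domain (0.6 uM) and Texas Red SRC2 peptide (20 nM) in Tris buffer with 1 uM T3 and 5% DMSO were incubated with pinned compound for 5 hr at ambient temperature. Total fluorescence was computed as S + 2P (555/632 nm).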
GoLoco inh red – inhibitors of human Gai1-RGS12 GoLoco interaction (red fluorophore); P63096; Gai1:RGS12 GoLoco peptide FP, rhodamine, 10 min; Potency, µM (top dose mostly 61.6 µM), for the others: top-dose activity, negative = inhibition, most hits filed as inhibitors; hit rate 0.44% among 230,000; AID 880; active = well fitted inhibition curve with a large enough effect, not every such curve was filed as active; inactive = no such curve, though single readings can be large or run the other way; note: % is set by controls: 0 for no effect and ±100 for the full control effect; nearly all actives have a fitted effect of over 30% in size; many of its hits are not listed in these tables
Lamin A splicing – modulators of lamin A splicing. HeLa LMNA splicing GFP/RFP minigene ratio, 48 h. Potency, µM (highest dose often 46.1 µM), for inactives: top-dose ratio change, negative = inhibition, hits mostly inhibitors. hit rate 0.01% among 200,000; active = well fitted inhibition curve with a large enough effect in the signal ratio, with a control signal flat, not every such curve was filed as active; inconclusive = small, poorly fitted or top-dose-only effect, or effect the other way, or a change in a side signal; the % refers to the signal ratio; note: % is set by controls: 0 for no effect and ±100 for the full control effect
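S3 HeLa cells stably expressing lamin A-EGFP splicing minigene plus DsRed2, 600 cells/well, 48 h compound exposure at 37C. Laser-scanning cytometry; analysed as GFP (500-530 nm)/RFP (575-640 nm) total intensity ratio; 0.5% DMSO vehicle.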
ALDH1A1 block – blocks purified human ALDH1A1 activity; P00352; Purified ALDH1A1, NADH fluorescence, propionaldehyde substrate; Potency, µM (highest dose often 75.3 µM), for the others: at the highest dose activity, negative = inhibition, most hits filed as inhibitors; hit rate 7.3% among 220,000; AID 1030; active = well fitted inhibition curve with a large enough effect, not every such curve was filed as active; inconclusive = small, poorly fitted or top-dose-only effect, or another doubt; inactive = no such curve, though single readings can be large or run the other way;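 note: plate controls were no enzyme wells and a reference inhibitor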
SMN2 splice enh – increases expression of the SMN2 splice variant. hit rate 2.8% among 210,000. HEK293 SMN2-luciferase splicing reporter, luminescence, 30-36 h. Potency, µM (highest dose often 46.1 µM), for the others: at the top dose activity change, positive = activation, actives largely listed as activators; note: % of control where 0% means no effect; nearly all actives have a fitted effect of over 55% in size
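HEK293 cells carry an SMN2 minigene-luciferase reporter in which exon 7 inclusion puts luciferase in frame. Cells were seeded at 2000 cells/well, attached for 10-12 hours, then exposed to compounds for 30-36 hours at 37C before ONE-Glo luminescence.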
TRb SRC2 PPI – inhibitors of human thyroid hormone receptor beta-SRC2 interaction | TRbeta-SRC2 peptide binding, fluorescence polarization; receptor liganded with 1 µM T3 | Potency, µM (series often up to 106 µM), inactives show at the highest dose activity change, negative = inhibition, hits mostly inhibitors | hit rate 0.065% among 280,000 | AID 1469;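 note: plate controls were bound peptide for no effect and peptide without receptor for full effect; nearly all actives have a fitted effect of over 50% in size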
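A fluorescence polarization screen tested compounds at multiple concentrations against complex formation between 0.6 uM TRb ligand-binding domain and 20 nM Texas Red SRC2 peptide, with 1 uM T3 present; readout after 5 hr.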
JMJD2E inh – blocks human JMJD2E demethylase activity; B2RXH2; Potency, µM (titrated, usually from 57.1 µM), inactives show at the top dose activity change, negative = inhibition, actives largely listed as inhibitors; JMJD2E catalytic domain, FDH-coupled NADH fluorescence (FDH is formaldehyde dehydrogenase); hit rate 1.6% among 230,000; active = well fitted inhibition curve with a large enough effect, not every such curve was filed as active; inconclusive = small, poorly fitted or top-dose-only effect, or another doubt; inactive = no such curve, though single readings can be large or run the other way;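 note: 0% = wells with enzyme and -100% = buffer wells without enzyme; nearly all actives have a fitted effect of over 50% in size; many of its hits are not listed in these tables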
Target sequence (B2RXH2 1-337 limits assumed): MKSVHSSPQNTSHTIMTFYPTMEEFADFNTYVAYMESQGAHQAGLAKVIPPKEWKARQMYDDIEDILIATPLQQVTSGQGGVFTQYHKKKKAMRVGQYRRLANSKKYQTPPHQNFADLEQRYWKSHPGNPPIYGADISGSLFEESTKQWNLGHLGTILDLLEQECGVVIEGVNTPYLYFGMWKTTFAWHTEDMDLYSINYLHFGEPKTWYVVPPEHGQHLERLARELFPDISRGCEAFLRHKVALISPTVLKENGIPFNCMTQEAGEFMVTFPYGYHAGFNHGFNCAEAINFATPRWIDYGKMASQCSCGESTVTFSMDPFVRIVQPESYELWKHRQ
RECQ1 helicase – inhibitors of human RECQ1 DNA helicase. Potency, µM (series often up to 57.3 µM), for inactives: at the highest dose activity, negative = inhibition, actives largely listed as inhibitors. P46063. hit rate 0.54% among 240,000. RECQ1 DNA unwinding, red fluorescence kinetic read. AID 2549;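 note: plate controls were vehicle for no effect and no enzyme for full effect; nearly all actives have a fitted effect of over 30% in size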
Target sequence (P46063 whole entry, looked up): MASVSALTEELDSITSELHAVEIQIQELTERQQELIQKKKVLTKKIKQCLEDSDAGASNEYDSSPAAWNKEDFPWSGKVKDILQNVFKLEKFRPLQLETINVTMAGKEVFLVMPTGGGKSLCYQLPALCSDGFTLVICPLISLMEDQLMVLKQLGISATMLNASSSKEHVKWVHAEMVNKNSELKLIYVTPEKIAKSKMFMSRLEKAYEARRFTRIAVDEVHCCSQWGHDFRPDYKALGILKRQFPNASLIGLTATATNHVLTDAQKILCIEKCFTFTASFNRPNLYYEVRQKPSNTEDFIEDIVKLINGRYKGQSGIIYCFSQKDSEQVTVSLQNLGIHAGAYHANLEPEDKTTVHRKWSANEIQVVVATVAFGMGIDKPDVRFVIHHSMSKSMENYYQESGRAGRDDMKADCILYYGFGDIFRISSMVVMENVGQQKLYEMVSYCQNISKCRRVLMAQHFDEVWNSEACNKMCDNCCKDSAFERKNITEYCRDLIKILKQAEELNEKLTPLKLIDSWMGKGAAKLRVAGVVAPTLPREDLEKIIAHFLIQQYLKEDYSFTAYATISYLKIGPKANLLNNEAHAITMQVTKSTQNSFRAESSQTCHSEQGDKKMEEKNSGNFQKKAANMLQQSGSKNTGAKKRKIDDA
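RECQ1T1 50 nM; forked duplex (20 bp + 30-nt ss tails) 200 nM, ATP 2 mM final; pH 8.0, 2 mM MgCl2, 2.5 ug/ml poly(dI-dC); 15 min compound preincubation; discontinuous kinetic read over 2 h at RT.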
* = called active by the depositor; i = inactive; u = inconclusive; x = no result given; & = joins results of further samples; [ ] = dose if it differs, or a comment. Unless noted, calls come from the whole dose curve; as a rule, active = well fitted curve in the direction sought with a large enough effect; inconclusive = small, poorly fitted or top-dose-only effect, or another doubt; inactive = no such curve, though single readings can be large; an effect the other way counts as inactive or inconclusive. Potency is the fitted concentration of half-maximal effect. These rows are one share of the data, so the mix of outcomes need not match the whole.

Results follow in this order: RECQ1 helicase	Lamin A splicing	ALDH1A1 block	JMJD2E inh	GoLoco inh red	TRb SRC2 PPI	TexasRed fluor	SMN2 splice enh
> CCN(CC)S(=O)(=O)c1cccc(-c2nnc(SCC(N)=O)n2CCc2ccccc2)c1
 : -8%	-6%	u	5%	5%	-18%	2%	4%
> C=CCN1C2CCCC1CC(NC(=S)Nc1cccc(OC)c1)C2 (stereo not given)
 : i	u	-12%	-9%	23%	-4%	-1%	-3%
> COC(=O)c1ccc(C23CC4(C2)[C@H](CN(CC2CCCCC2)[C@@H]4c2ccccc2)C3c2ccc(C(F)(F)F)cc2)cc1 (stereo not given in full)
 : u	x	-7%	-25%&-8%	8%&11%	4%&-3%	-1%&-1%	-34%[inhibitor]
> S=c1[nH]cnc2scc(-c3ccccc3)c12
 : -5%	u	2%	8%	4%	11%	1%	-2%[1.84 µM]
> CC1=NN(C(C#N)c2ccc(F)cc2)C(C)(C)C1 (stereo not given)
 : -1%	x	9%	0%	6%	-3%	-3%	x
> CCCn1c(SCC(=O)NCc2ccc(OC)cc2)n[nH]c1=O
 : i	x	u	-9%	19%	12%	-1%	2%
> CC1CCCC(NC(=O)COC(=O)CN2C(=O)C3CCCCC3C2=O)C1C (stereo not given)
 : -5%	-5%	25µM*	2%	10%	-1%	1%	0%
> Cc1ccc2c(c1)C(=O)CC(O)(C(F)F)O2 (stereo not given)
 : -2%	x	x	u	8%	2%	-2%	x
> CS(=O)(=O)c1ccc(Cl)c(NC(=O)Cc2c(Cl)cccc2Cl)c1
 : i	x	2%	13%	5%	-1%	-4%	6%
> O=C(Nc1ccccc1C(=O)N/N=C/c1ccco1)c1ccccc1Cl
 : -2%	13%	-11%	0%	11%	-11%	-3%	1%
> O=C(c1ccccc1)N1CCN(C(=O)c2ccccc2Br)CC1
 : -1%	-10%	1%	0%	14%	8%	3%	-1%
> CC(C)CCNC(=O)c1ccc(Cl)c(N)c1
 : i	u	1%	6%	2%	-3%	0%	u
> Cc1ccc(S(=O)(=O)N=Nc2c(O)[nH]c3ccccc23)cc1
 : i	7%	u	-9%	-9%	-2%	-2%	19%
> O=C(Nc1ccc(Cl)cn1)c1ccccc1F
 : i	8%	0%	-10%	0%	-9%	-2%	16µM*
> Cc1ccc(S(=O)(=O)c2cc(C#N)c(=O)[nH]c2N)cc1
 : -1%	3%	-1%	u	7%	0%	-3%	8%

The results go on.
Results follow in this order: RECQ1 helicase	Lamin A splicing	ALDH1A1 block	JMJD2E inh	GoLoco inh red	TRb SRC2 PPI	TexasRed fluor	SMN2 splice enh
> CCOC(=O)Cc1nn(CC)c(=O)c2ccccc12
 : u	u	0%	-2%	2%	5%	1%	x
> CC(=O)N1CCc2cc(S(=O)(=O)NC3CCCc4ccccc43)ccc21 (stereo not given)
 : -6%	u	-4%	-14%	1%	-4%	-5%	-57%[inhibitor]
> COc1ccc(C2=Nn3c([n+](C)c4ccccc43)SC2)cc1
 : i	-16%[46 µM]	u	-15%	-2%	-13%	-6%	x
> CC1CN(C(=O)CSc2nnc(-c3ccncc3)n2-c2ccccc2)CC(C)O1 (stereo not given)
 : 3%	3%	u	9%	-7%	4%	-5%	-32%[inhibitor]
> O=C(Nc1ccc(CN2CCOCC2)cc1)c1cccc(F)c1
 : 0%	-1%	19%	1%	5%	-14%	-1%	13µM*
> c1ccc2c(c1)CCCN2c1nc(N2CCOCC2)nc(N2CCOCC2)n1
 : -16%	3%[46 µM]	1%	7%	-3%	4%	-1%	x
> O=C(OCC1CC(c2ccccc2Cl)=NO1)c1ccc(Br)cc1 (stereo not given)
 : -1%	-9%	-3%	-1%	0%	-5%	-2%	16%
> O=C(O)/C=C/c1ccc(S(=O)(=O)N(CCO)CCO)cc1
 : 0%	-5%[46 µM]	2%	-4%	14%	-3%	-3%	x
> CCOC(=O)c1c(C)[nH]c(C(=O)CN2C(=O)C(=O)N(CC(C)C)C2=O)c1C
 : -12%	u	-3%	1%	-9%	8%	0%	u
> CCN(CC)CCCNC(=S)N1CCn2c(nc3ccccc32)C1
 : -3%	1%	7%	2%	-3%	7%	-1%	10%[1.84 µM]
> Cc1ccc(-c2cc(-c3cccs3)[nH]n2)c(O)c1
 : -10%	4%	11%	-4%	8%	8%	-2%	47%
> COc1cc2c(cc1OC)C(C(=O)NCCN1CCOCC1)C1c3ccccc3CCN1C2=O (stereo not given)
 : -5%	5%[0.0737 µM]	-3%	-2%	-7%	-6%	-3%	-3%
> O=c1cc(CN2CCCCCC2)nc2sccn12
 : i	x	u	9%	-1%	0%	0%	1%
> CS(=O)(=O)NNC(=O)c1csc(Cc2c(Cl)sc3ccc(Cl)cc23)n1
 : -6%	x	x	3%	7%	-3%	-3%	x
> COc1cc2c(cc1OC)CN(C(=O)/C=C/c1cccs1)CC2
 : 1%	x	x	-6%	-1%	1%	-1%	x

The results go on:
Results follow in this order: RECQ1 helicase	Lamin A splicing	ALDH1A1 block	JMJD2E inh	GoLoco inh red	TRb SRC2 PPI	TexasRed fluor	SMN2 splice enh
> CC(=O)Nc1ccc(/C=N/NC(=O)c2cc(-c3ccco3)nc3ccccc23)cc1
 : 2%	x	u	u	18%	11%	-3%	x
> COc1ccc(S(=O)(=O)N(C)CC(=O)NC2CCCCC2)cc1Cl
 : i	17%	-2%	-2%	-5%	-6%	1%	-17%
> CCOc1ncccc1C(=O)Nc1ccc(-c2ccc3nnc(C)n3n2)cc1
 : -18%	x	u	u	0%	-7%	-4%	-11%
> COc1cc(-c2nc3ccc(N4CCN(C)CC4)cc3[nH]2)cc(OC)c1OC
 : -14%	u	u	u	11%	-5%	-8%	16µM*
> Cc1[nH]nc2c1C(c1cccs1)C1=C(CC(C)(C)CC1=O)N2 (stereo not given)
 : 23%	x	u	u	7%	-4%	-2%	22%
> O=C1Nc2ccc(F)cc2C12Nc1ccccc1-c1nnc(SCc3ccccc3Cl)nc1O2 (stereo not given)
 : -1%	13%	u	4%	88%[activator]	6%	0%	6%
> CC12CN3CC(C)(CN(C1)C3c1ccc(Cl)cc1Cl)C2O (stereo not given)
 : -2%	2%	2%	-3%	4%	7%	-1%	-14%
> N#Cc1c(N2CCCCC2)nc(N)c2c(N)nc3c(c12)CC(CCl)O3 (stereo not given)
 : 0%	-1%[9.22 µM]	u	u	7%	1%	0%	-3%
> CC(C)(C)n1nnnc1C(c1cccs1)N1CCN(c2ccccc2)CC1 (stereo not given)
 : -3%	-2%	7%	4%	-2%	-12%	-4%	-18%
> Cc1ccc(C(=O)NCc2ccccc2)c(F)c1F
 : i	9%[46 µM]	-3%	7%	15%	-7%	-1%	10%
> COC(=O)c1ccccc1NC(=O)CSc1ccccc1
 : -13%	5%	-15%	-19%	6%	-15%	2%	-18%
> CC(C)OC(=O)C(C)Nc1n[nH]c(=S)[nH]c1=O (stereo not given)
 : 17%	4%[46 µM]	1%	-21%	0%	-3%	-4%	2%
> Cc1cc(C)n(-c2nc(O)cc(=O)[nH]2)n1
 : -3%	-12%	u	u	16%	-10%	2%	7%
> COc1cnc(-c2ccccn2)nc1Oc1ccccc1Cl
 : 6%	u	2%	2%	8%	-15%	-3%	-12%
> Cc1cc(C)c(C(=O)CSc2n[nH]c(-c3ccncc3)n2)c(C)c1
 : i	12%[46 µM]	11%	-2%	8%	0%	-2%	-11%

Two compounds from above, limited to ALDH1A1 block and GoLoco inh red:
molecule	ALDH1A1 block	GoLoco inh red
CC(=O)Nc1ccc(/C=N/NC(=O)c2cc(-c3ccco3)nc3ccccc23)cc1	u	18%
Cc1cc(C)n(-c2nc(O)cc(=O)[nH]2)n1	u	16%

Other compounds:
Results follow in this order: RECQ1 helicase	Lamin A splicing	ALDH1A1 block	JMJD2E inh	GoLoco inh red	TRb SRC2 PPI	TexasRed fluor	SMN2 splice enh
> Nn1c(SCC(=O)Nc2cccc(F)c2)nnc1C1CCCCC1
 : 1%	-3%	0%	4%	1%	3%	-6%	5%
> CCc1nc(SCc2nc3ccccc3[nH]2)c2oc3ccccc3c2n1
 : -3%	u	u	0%	-13%	7%	-2%	-47%[inhibitor]
> COc1ccc(C(CC(=O)O)NC(=O)COc2ccccc2)cc1 (stereo not given)
 : -2%	-1%	u	6%	-3%	-8%	-3%	-49%[inhibitor]
> COc1ccc(NC(=O)c2ccco2)cc1S(=O)(=O)N1CCOCC1
 : 0%	-21%[9.22 µM]	2%	11%	1%	6%	-3%	-3%
> CCOc1ccc(NC(=O)CN(c2cc(C)cc(C)c2)S(=O)(=O)c2c(C)noc2C)cc1
 : -2%	u	6%	-7%	-6%	-1%	1%	u
> O=[N+]([O-])c1cc(C(F)(F)F)ccc1N1CCN(CCO)CC1
 : -5%	1%[46 µM]	1%	-8%	8%	4%	-1%	16%
> COc1ccc2cc(/C=N/NC(=O)CSCc3ccc([N+](=O)[O-])cc3)c(Cl)nc2c1
 : -1%	25%	u	-3%	15%	1%	-1%	-43%[inhibitor]
> Cc1cc(C=O)c(C)n1-c1ccc(NC2CCCCC2)c([N+](=O)[O-])c1
 : 8%	u	5.6µM*	1%	-22%	-20%	-1%	-61%[inhibitor]
> NS(=O)(=O)c1cccc(NC(=O)CN2CCC(Cc3ccccc3)CC2)c1
 : i	24%[9.22 µM]	-1%	-6%	-3%	1%	-1%	-15%
> Cc1cc(C)c2nc(SCC(=O)NCC3CCCO3)c(C#N)cc2c1 (stereo not given)
 : 13%	x	-77%	-2%	139%[activator]	-3%	-3%	-9%
> Cc1ccnc(NS(=O)(=O)c2ccc(NC(=O)c3cc(-c4ccccc4)nc4ccccc34)cc2)n1
 : i	-1%	-10%	-6%	0%	9%	-1%	28%
> COc1c(-c2ccccc2)oc2c(ccc3occc32)c1=O
 : 0%	x	u	u	6%	-4%	-1%	x
